Sm TGR block: S. mansoni TGR enzyme inhibition; Q962Y6; Potency, µM (series often up to 114 µM), inactives show top-dose activity change, negative = inhibition, hits mostly inhibitors; purified TGR, DTNB reduction, TNB absorbance 405 nm; 360,000 tested, 3% active; active = well fitted inhibition curve with a large enough effect; inconclusive = small, poorly fitted or top-dose-only effect; inactive = no such curve, though single readings can be large or run the other way; also: nearly all actives have a fitted effect of over 60% in size
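TGR 20 nM + NADPH 100 uM (dispensed conc.), cpd preinc 15 min RT; start with NADPH (500 uM addition) then DTNB (15 mM addition). Kinetic TNB absorbance, 405 nm filter. Four-parameter Hill fit across titration.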
* marks the source's active call; other numbers are inactive results; ? = inconclusive; [ ] = remark or other dose. % is scaled to controls: 0 for no effect and ±100 for the full control effect; potency is read from the fitted curve at half-maximal effect.

cpd	compound	Sm TGR block
1	CC(=O)c1cccc(NC(=O)c2sc(-n3nc(C)c(Cc4ccccc4)c3C)nc2C)c1	7%
2	Cc1cn(S(=O)(=O)c2ccc(F)c(Cl)c2)cn1	-4%
3	COCCNC(=O)Cn1c(-c2cccs2)cc2cc(Cl)ccc21	0%
4	Cc1ccc(Nc2ncc(C(=O)N3CCN(c4cccc(Cl)c4)CC3)c3ccccc23)cc1Cl	3%
5	Cc1cccc(NC(=O)CN(C)S(=O)(=O)c2ccc3c(c2)c(=O)n(C)c(=O)n3C)c1	1%
6	COc1cc(C(=O)NCC(c2ccc(N(C)C)cc2)N2CCCC2)cc(OC)c1OC (stereo unspecified)	-4%
7	COc1cccc(-c2nc(CS(=O)(=O)CC(=O)NCCc3ccc(Cl)cc3)c(C)o2)c1	-25%
8	Cc1ccc(C(c2sc3nc(-c4ccco4)nn3c2O)N2CCOCC2)cc1 (stereo unspecified)	9%
9	CC1=C(C(N)=O)C(c2cccc(O)c2)n2ncnc2N1 (stereo unspecified)	4%
10	COc1ccc(OC)c(NC(=O)N(C)CCc2c(C)nn(C)c2C)c1	-1%
11	COc1ccc(-c2nnn3c2nc(N2CCCC(C)C2)c2ccccc23)cc1 (stereo unspecified)	0%
12	Cc1ccc(-n2c(=O)[nH]c3sc4c(c3c2=O)CCNC4)cc1C	-9%
13	COc1ccc(-c2cc(-c3ccccc3)c(C#N)c(SCC(O)CS(=O)(=O)Cc3ccccc3)n2)cc1 (stereo unspecified)	-4%
14	Cc1ccc(OCC(=O)Nc2ccc(OCc3cc(=O)n4ccsc4n3)cc2)cc1C	-2%
15	CCN1CCN(CCCNC(=O)c2cnn(-c3ccccc3)c2C2CCN(C(=O)OC(C)(C)C)CC2)CC1	2%
16	CCCSc1oc(-c2cccs2)nc1S(=O)(=O)c1ccc(C)cc1	10%
17	CC(=O)N1CCc2cc(CNC(=O)Nc3cc(Cl)ccc3C)ccc21	6%
18	COc1cccc(C2C(=O)N(C3CCCCC3)CC(=O)N2Cc2ccc(Cl)cc2)c1 (stereo unspecified)	10%
19	CCOC(=O)c1cnn2c(C(F)(F)F)cc(-c3ccc(Br)cc3)nc12	40µM*
20	COc1ccc(NC(=O)CSC2=Nc3ccccc3C3=NC(CC(=O)NCc4ccc5c(c4)OCO5)C(=O)N23)cc1 (stereo unspecified)	-1%
21	Cc1ccc(C)c(N2CCN(C(=O)C3CCCN(S(=O)(=O)c4ccc5c(c4)oc(=O)n5C)C3)CC2)c1 (stereo unspecified)	-1%
22	Cc1cc(NC(=O)c2cccn(Cc3ccccc3)c2=O)no1	8%
23	CC1=C(C(=O)Nc2ccc(Cl)cc2)C(CC(C)C)n2nc(SCc3ccccc3C)nc2N1 (stereo unspecified)	1%
24	Cc1ccc(OCC(=O)Nc2nonc2-c2ccc(Br)cc2)cc1C	-1%
25	Cc1ccc(NC(=O)N2CCC3(CC2)Oc2ccccc2C(=O)N3Cc2ccc(F)cc2)cc1	-4%
26	CC(C)(C)C1CCc2nc(NC(=O)Cc3ccccc3)sc2C1 (stereo unspecified)	-5%
27	Cc1cccc(CSc2nc(-c3cccc(C)c3)nc3c2Cc2c(CO)cnc(C)c2O3)c1	2%
28	Cc1ccc(Cl)cc1NC(=O)NCc1cccn1Cc1ccc(F)cc1	-3%
29	COc1ccc(-n2nc(C(=O)NCCc3ccc(Cl)cc3)c3c4ccccc4n(C)c3c2=O)cc1	9%
30	Cc1ccc(NS(=O)(=O)c2ccc(-c3cc(C)no3)cc2)c(C)c1	12%
31	CC(C(=O)Nc1ccc(F)c(Cl)c1)N1Cc2ccccc2C1=O (stereo unspecified)	3%
32	Cc1ccc(-n2ncc3c(N4CCN(C)CC4)ncnc32)cc1	6%
33	CC(C)CCNC(=O)c1cccc(Nc2nc3ccccc3n3nnnc23)c1	4%
34	COc1ccccc1NC(=O)C1=C(C)Nc2nc(SCc3ccccc3)nn2C1c1ccccn1 (stereo unspecified)	-3%
35	CCOc1ccc(NC(=O)C2CCN(S(=O)(=O)c3c(C)noc3/C=C/c3cccs3)CC2)cc1	-9%
36	COc1ccc(-n2ncc(C(=O)N3CCOCC3)c2C2CCN(C(=O)OC(C)(C)C)CC2)cc1	3%
37	CCOC(=O)c1ccc(N2C(=O)c3n[nH]c(C)c3C2c2ccc(OCC)cc2)cc1 (stereo unspecified)	0%
38	COc1ccc2nc(NC(=O)c3cc(=O)c4ccccc4o3)sc2c1	8%
39	COc1ccc(Cn2ccnc2SCC(=O)Nc2ccc3c(c2)OCCO3)cc1	-3%
40	Cc1ccc(NC(=O)C2CCN(C(=O)c3cnn(-c4ccccc4)c3-n3cccc3)CC2)cc1	-2%
41	Cc1ccc(NC(=O)c2cc3c(=O)n(Cc4ccco4)ccc3nc2C)cc1C	-2%
42	CCc1cccc(C)c1Nc1c(-c2ccc(N3CCOCC3)cc2)nc2ncccn12	-9%
43	O=C(CSc1nnc(-c2ccc3c(c2)OCO3)o1)Oc1ccccc1	1%
44	COCCNC(=O)C1CCN(S(=O)(=O)c2ccc3c(c2)CCCN3C(C)=O)CC1	?
45	CCOC(=O)c1c(C)[nH]c(C)c1S(=O)(=O)NCC(=O)N1CCN(c2ccccc2OC)CC1	5%
46	CCOc1ccc(N(CC)S(=O)(=O)N2CCCC(C(=O)Nc3ccc(OC)c(Cl)c3)C2)cc1 (stereo unspecified)	1%
47	COc1ccccc1NC(=O)c1cc(S(=O)(=O)NCCC2=CCCCC2)ccc1F	6%
48	CCCOc1ccc(CNC(=O)c2ccc(-n3c(C)cc4c3CCC(C)C4)cc2)cc1 (stereo unspecified)	-11%
49	COc1ccc(S(=O)(=O)NCCc2sc3nc(-c4ccc(C)cc4)nn3c2C)cc1C	-4%
50	COC(=O)c1scc(-c2ccc(C)cc2)c1S(=O)(=O)N1CCN(c2ccc(C)cc2C)CC1	1%
51	CCc1ccc(N2C(=O)CSC23C(=O)N(Cc2ccc(C)cc2)c2ccccc23)cc1 (stereo unspecified)	1%
52	CC(C)(C)OC(=O)N1CCC(c2c(C(=O)NCc3ccc4c(c3)OCO4)cnn2-c2ccccc2Cl)CC1	2%
53	Cc1ccc(CNC(=O)c2cc(Sc3ccc(F)cc3F)nc3ccccc23)cc1	4%
54	CCOc1ccc(-c2cc(CCCC(=O)NCCc3ccc(SC)cc3)no2)cc1	-18%
55	COCCNc1nc(NCc2cccc(Cl)c2)c2cnn(C)c2n1	4%
56	O=[N+]([O-])c1ccc(O)c(-c2ccnc3cc(-c4ccccc4)nn23)c1	-5%
57	O=c1c2oc3ccccc3c2n(Cc2ccccc2Cl)c(=O)n1Cc1ccc2c(c1)OCO2	-8%
58	COc1ccccc1NC(=O)NCCCN1CCN(c2ccc(F)cc2)CC1	0%
59	CCOc1ccc(NC(=O)CC2C(=O)N(c3ccc(C)cc3)C(=O)N2Cc2ccc(OC)cc2)cc1 (stereo unspecified)	-4%
60	COc1ccc(N2CC3=C(C2=O)C(c2ccc(Br)cc2)NC(=O)N3C)cc1 (stereo unspecified)	1%

(continued)
cpd	compound	Sm TGR block
61	Cc1ccc(-n2ccnc(NCc3ccccc3)c2=O)cc1C	-4%
62	Cc1ccc(SCCNC(=O)CN(c2cccc(C)c2C)S(C)(=O)=O)cc1	-8%
63	COc1ccc2c(c1)CCc1c(C(=O)Nc3ccc(OC)cc3OC)noc1-2	-5%
64	CCCc1nn2c(=O)cc(COC(=O)c3cccc(NC(=O)c4cccs4)c3)nc2s1	5%
65	O=C(Nc1nc2ccc(Cl)cc2s1)c1ccc(S(=O)(=O)N2CCCC2)cc1	-1%
66	COCCNC(=O)c1cnc2sc(N3CCC(C)CC3)nn2c1=O	10%
67	Cc1ccc(C)c(OCC(=O)Nc2ccc(S(=O)(=O)Nc3onc(C)c3C)cc2)c1C	-1%
68	CN(C)S(=O)(=O)c1ccc2c(c1)N(CC(=O)NCc1cccc(Br)c1)C(=O)CS2	14%
69	COc1ccc(OC)c(NC(=O)c2cc(=O)c3c(C)cc(C)cc3o2)c1	-5%
70	CCCCC(=O)OCc1cc(=O)n2nc(C3CCCCC3)sc2n1	0%
71	CCSc1nc(-c2ccc(OC)cc2)nc2c1Cc1c(CO)cnc(C)c1O2	-23%
72	O=C(Nc1ccc(F)c(Cl)c1)N1CC=C(c2c[nH]c3ccccc23)CC1	-5%
73	Cc1ccc(NC(=O)Cn2c(=O)oc3cc(S(=O)(=O)N4CCCCCC4)ccc32)cc1Cl	15%
74	Cc1ccc(NC(=O)Cn2cc(C(=O)c3cccs3)c3ccccc32)cc1C	4%
75	CC(=O)N1CCc2cc(S(=O)(=O)NC(C(=O)Nc3ccc(C)cc3C)C(C)C)ccc21 (stereo unspecified)	-4%

Of the compounds above, nine have fluorine.
cpd	compound	Sm TGR block
2	Cc1cn(S(=O)(=O)c2ccc(F)c(Cl)c2)cn1	-4%
19	CCOC(=O)c1cnn2c(C(F)(F)F)cc(-c3ccc(Br)cc3)nc12	40µM*
25	Cc1ccc(NC(=O)N2CCC3(CC2)Oc2ccccc2C(=O)N3Cc2ccc(F)cc2)cc1	-4%
28	Cc1ccc(Cl)cc1NC(=O)NCc1cccn1Cc1ccc(F)cc1	-3%
31	CC(C(=O)Nc1ccc(F)c(Cl)c1)N1Cc2ccccc2C1=O (stereo unspecified)	3%
47	COc1ccccc1NC(=O)c1cc(S(=O)(=O)NCCC2=CCCCC2)ccc1F	6%
53	Cc1ccc(CNC(=O)c2cc(Sc3ccc(F)cc3F)nc3ccccc23)cc1	4%
58	COc1ccccc1NC(=O)NCCCN1CCN(c2ccc(F)cc2)CC1	0%
72	O=C(Nc1ccc(F)c(Cl)c1)N1CC=C(c2c[nH]c3ccccc23)CC1	-5%

Next section.
cpd	compound	Sm TGR block
76	COCCN1CCc2nc(SCC(=O)Nc3ccc(C)c(Cl)c3)[nH]c(=O)c2C1	-3%
77	COc1ccc(S(=O)(=O)c2c(Nc3cccc(C)c3C)sc(C(=O)c3ccccc3)c2N)cc1	-18%
78	COC(=O)c1ccc(NC(=O)C2(S(=O)(=O)c3ccc(C)cc3)CC2)cc1	0%
79	O=C(CSc1nc2c([nH]c3ccccc32)c(=O)n1-c1ccc(F)cc1)NCC1CCCO1 (stereo unspecified)	1%
80	CCN(Cc1ccccc1)C(=O)c1cc2c(s1)-c1c(C)cccc1OC2	5%
81	Cc1ccc(C)c(NC(=O)/C(C#N)=C/c2ccc(C(C)C)cc2)c1	3%
82	Cc1ccc(S(=O)(=O)c2nnn3c2nc(NCCc2ccccc2)c2sccc23)cc1	3%
83	COc1ccc(OC)c(NC(=O)CC(=O)Nc2ccc3nc4n(c(=O)c3c2)CCCCC4)c1	6%
84	Cc1ccc(CNC(=O)Cn2c(=O)n(-c3ccc(C)cc3)c(=O)c3c2c2cc(C)ccc2n3C)cc1	-9%
85	CC1(C(=O)NC2CCCCC2)Cc2ccccc2C(=O)N1Cc1ccc(F)cc1 (stereo unspecified)	-6%
86	CC(C)CCn1c(=O)c2sccc2n2c(CCCC(=O)NCCc3ccccc3)nnc12	-3%
87	O=C(NCCS(=O)(=O)N1CCN(c2cccc(Cl)c2)CC1)C(c1ccccc1)c1ccccc1	8%
88	Cc1cccc(Nc2sc(C(=O)c3ccc(Cl)cc3)c(N)c2C(N)=O)c1	-12%
89	CCOc1ccc2c(c1)c(=O)c(C(=O)c1ccc3c(c1)OCO3)cn2Cc1cccc(F)c1	-2%
90	CC(Oc1ccc(Br)cc1)C(=O)Nc1ncn[nH]1 (stereo unspecified)	2%
91	COc1ccc(NC(=O)Cn2ncc3c2-c2ccccc2OC3)cc1Cl	5%
92	O=C(CN1CCN(Cc2ccc(F)cc2)C1=O)NCc1ccccc1Cl	0%
93	Cc1ccc(NC(=O)c2cc(S(=O)(=O)N3CCCCC3)c[nH]2)cc1N(C)C	1%
94	CC(C)c1ccc(OCC(=O)NCCS(=O)(=O)N2CCN(c3ccc(F)cc3)CC2)cc1	2%
95	COc1cccc(CNC(=O)Nc2ccc3c(c2)N(C)C(=O)c2ccccc2S3)c1	-25%
96	COc1ccc(-n2c(=O)c3ccccc3n(Cc3ccc(F)cc3Cl)c2=O)cc1OC	3%
97	Cc1ccc(CC(=O)NCc2nc(-c3cccc(C)c3)no2)cc1	6%
98	CCCCN(CC)C(=O)CSc1nc2n[nH]c(C)c2c(=N)n1-c1ccc(CC)cc1	9%
99	CCC(=O)N1CCc2cc(S(=O)(=O)NCCC(=O)NCc3ccc(C)cc3)ccc21	4%
100	CC1CCCCN1S(=O)(=O)c1ccc2c(c1)oc(=O)n2CC(=O)Nc1ccc(Cl)cc1 (stereo unspecified)	0%
101	COc1cccc(C2C(C(=O)Nc3ccccc3OC)=C(C)Nc3nc4ccccc4n32)c1 (stereo unspecified)	7%
102	O=c1c2sccc2n(Cc2cc(=O)n3ccccc3n2)c(=O)n1-c1cccc(C(F)(F)F)c1	5%
103	O=C(Nc1c(-c2ccc(F)cc2)nc2ccccn12)c1cccc(F)c1	0%
104	O=C(NCc1ccccc1)c1ccc2c(c1)N(Cc1cccc(Cl)c1)C(=O)c1ccccc1S2(=O)=O	35%[activator]
105	CCn1c(=O)cc(OCC(=O)N2CCN(c3ccccc3OC)CC2)c2ccccc21	-1%
106	CCOc1ccc(NC(=O)Cn2c(=O)n(CCc3ccccc3)c(=O)c3c4c(sc32)CN(C(C)=O)CC4)cc1	5%
107	CCOc1ccc(CNC(=O)Cn2c(=O)c3cccn3c3ccc(F)cc32)cc1	-1%
108	CCCSCCCNC(=O)c1cc2n(n1)CCCN(Cc1ccc(C)cc1)C2=O	3%
109	CC(Nc1oc(-c2ccc(COc3ccccc3)o2)nc1C#N)c1ccccc1 (stereo unspecified)	-12%

Some of the compounds tested; count on the stated rates, not on these rows.
